Source: PubChem
SKN-1 block: blocks SKN-1 activity in C. elegans | C. elegans VP596 Pgst-4::GFP/RFP ratio, acrylamide-induced, 24 h | inhibition, % at 21.8 µM | 0.49% of 360,000 active;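 active means interference check ratio from 0.5 to 1.5 plus GFP to RFP signal ratio inhibition reaching or exceeding a fixed threshold, cut at about 30% in these data, passing the limit was not always enough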; further: some compounds called inactive have numbers as strong as hits
bovine MsrA act: bovine methionine sulfoxide reductase A activation; purified bovine MsrA, absorbance read-out; AID 602163; activation, % at 10.6 µM; 0.3% of 360,000 active; in the data active means activation above about 7.5%;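 further: 0% = vehicle and 100% = reference activator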
NRP1-CendR mod: alters CendR peptide binding to human NRP-1. O14786. FAM-RPARPAR peptide binding to NRP-1, fluorescence polarization. inhibition, % at 25 µM. 0.85% of 360,000 active;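 active means inhibition or corrected inhibition above about 18%, plus a signal ratio from 0.5 to 1.5, limit read from the data, passing the limit was not always enough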; further: strong numbers were not always called active
Target sequence (O14786 whole entry, looked up): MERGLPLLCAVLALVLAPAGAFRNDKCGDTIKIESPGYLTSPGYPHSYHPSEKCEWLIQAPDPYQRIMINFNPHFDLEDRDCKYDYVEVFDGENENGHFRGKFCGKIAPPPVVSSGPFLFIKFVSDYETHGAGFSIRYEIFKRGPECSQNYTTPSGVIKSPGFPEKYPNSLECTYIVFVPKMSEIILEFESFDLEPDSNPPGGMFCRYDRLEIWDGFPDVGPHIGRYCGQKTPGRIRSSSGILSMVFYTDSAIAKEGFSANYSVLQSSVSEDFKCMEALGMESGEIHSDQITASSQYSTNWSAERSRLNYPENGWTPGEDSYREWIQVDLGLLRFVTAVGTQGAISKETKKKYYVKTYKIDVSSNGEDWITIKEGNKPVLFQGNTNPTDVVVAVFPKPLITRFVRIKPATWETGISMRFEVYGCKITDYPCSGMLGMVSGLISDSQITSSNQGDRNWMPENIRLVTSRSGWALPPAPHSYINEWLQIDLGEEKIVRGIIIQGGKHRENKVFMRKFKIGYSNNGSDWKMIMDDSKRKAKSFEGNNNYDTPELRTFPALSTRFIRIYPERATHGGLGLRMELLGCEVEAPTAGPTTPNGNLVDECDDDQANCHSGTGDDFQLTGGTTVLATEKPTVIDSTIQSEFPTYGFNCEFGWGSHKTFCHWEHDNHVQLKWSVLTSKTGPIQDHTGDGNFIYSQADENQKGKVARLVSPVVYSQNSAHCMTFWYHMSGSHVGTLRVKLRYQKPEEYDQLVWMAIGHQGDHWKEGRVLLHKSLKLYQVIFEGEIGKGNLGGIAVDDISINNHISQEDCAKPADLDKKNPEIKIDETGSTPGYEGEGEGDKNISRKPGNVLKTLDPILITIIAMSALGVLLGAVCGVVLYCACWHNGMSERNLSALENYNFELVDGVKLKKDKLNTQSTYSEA
FAS-TE inh: blocks the thioesterase domain of human fatty acid synthase; P49327; 0.67% of 360,000 active; inhibition, % at 15 µM; recombinant FAS-TE, OMFH fluorogenic substrate, fluorescence endpoint;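 active means compounds whose normalised, plate-corrected inhibition of enzyme fluorescence in the single-dose primary screen is 50% or more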;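 further: 0% = DMSO with enzyme and 100% = substrate without enzyme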
eLon inh: inhibits E. coli Lon protease; P0A9M0; inhibition, % at 7.94 µM; 0.42% of 360,000 active; purified E. coli Lon protease, fluorescence polarization; in the data active means inhibition above about 13%, passing the limit was not always enough;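 further: 0% = enzyme with probe and DMSO and 100% = no enzyme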
Neddylation inh: inhibitors of human cullin neddylation | P61081+Q13564 | TR-FRET cullin neddylation, biochemical | calls only at 25 µM | 0.58% of 360,000 active | AID 651699; in the data active means inhibition above about 36%
MsrA inh: bovine MsrA inhibition; purified bovine MsrA, absorbance read-out; inhibition, % at 15.5 µM; 0.75% of 360,000 active; in the data active means inhibition above about 4.5%;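 further: 0% = vehicle wells with enzyme and 100% = reference inhibitor wells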
Rin1 Abl inh: inhibitors of human Rin1-Abl protein interaction. inhibition, % at 7.35 µM. AID 588664. P00519+Q13671. TR-FRET Rin1/Abl binding, biochemical. 0.4% of 360,000 active; in the data active means inhibition above about 5%, passing the limit was not always enough
MT1-MMP act inh: blocks activation of human MT1-MMP; HT1080 RFP-PRO-GFP cells, GFP/RFP ratio fluorescence, overnight; percent of plate control window, DMSO zero; GFP/RFP ratio change, % at 20 µM; 0.061% of 360,000 active; AID 651647;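 active means GFP/RFP ratio change of at least 30% with cell ATP level not reduced by more than half and red fluorescence within 50% of control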; further: strong numbers were not always called active
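Assay system: HT1080 RFP-PRO-GFP cells | Dosing: 20 µM single dose, 1% DMSO | Incubation: Cells overnight before dosing, compound overnight, 37 °C, 5% CO2 | Evaluation: GFP/RFP fluorescence ratio | Control set: DMSO-only wells and HT1080 RFP-L50D-GFP cell wells as references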
* = called active by the depositor; i = inactive; nt = not tested or not shown; + = active, no number. Compounds as they come; any-hit rate near 4.2%.

#1 Cc1cc(C)nc(/N=C(\NC(=O)C(C)(C)C)Nc2ccc(F)cc2)n1
#2 O=S(=O)(NCc1cccs1)c1cccc2cccnc12
#3 O=S(=O)(c1cccc(F)c1)N1CCC(CO)(Cc2cccc(F)c2)CC1
#4 COc1ccc(C(=O)N/N=C(\C)CC(=O)Nc2ccccn2)cc1OC
#5 COCC1CCN(Cc2nc(-c3cccs3)no2)C1 (configuration not stated)
#6 O=C(NC1CCCc2ccccc21)c1cccc(S(=O)(=O)N2CCOCC2)c1 (configuration not stated)
#7 COc1ccccc1Cc1c(C2CCCCC2)nc2cc(C)c(Br)c(C)n12
#8 O=C(Nc1ccc(Br)cc1)c1cccc(N2C(=O)C3C4CCC(C4)C3C2=O)c1 (configuration not stated)

Screen / compound no.	1	2	3	4	5	6	7	8
bovine MsrA act	0	-9	0	0	-13	-1	1	-4
MsrA inh	1.0	0.4	-0.6	0.4	-0.4	-0.3	-0.6	0.8
MT1-MMP act inh	0	-1	-5	5	-3	3	0	-2
SKN-1 block	-1	-23	-5	16	7	7	7	-1
NRP1-CendR mod	2	-5	-4	-4	-1	0	7	-13
Rin1 Abl inh	-2	-3	2	3	4	1	nt	2
Neddylation inh	i	i	i	i	i	i	i	i
FAS-TE inh	2	-6	9	-5	-2	2	24	10
eLon inh	-9	-9	-1	-13	6	-8	6	-11

#9 N#CC(c1ccc(O)cc1)N1CCCCC1 (configuration not stated)
#10 Cc1ccc(C(=O)CCC(=O)OC(C)C(=O)NC2CCCCC2C)cc1 (configuration not stated)
#11 O=C(Cn1ncc(N2CCCC2)c(Cl)c1=O)c1ccc(Cl)cc1
#12 CC(=O)c1ccc(OCC(=O)NC2CCS(=O)(=O)C2)cc1 (configuration not stated)
#13 O=C(c1ccc(Br)c(S(=O)(=O)N2CCCCC2)c1)N1CCCCC1
#14 Cc1nn(CC(=O)NCCc2ccco2)c(=O)c2nn(-c3ccccc3)c(C)c12
#15 O=C(NC(=S)Nc1ccc2oc(=O)ccc2c1)c1cccc(Cl)c1
#16 CC(=O)C1CCC2C3CC(C)C4=CC(=O)CCC4(C)C3C(=O)CC12C (configuration not stated)

Screen / compound no.	9	10	11	12	13	14	15	16
bovine MsrA act	-11	-8	-16	-3	-4	-4	-5	-2
MsrA inh	2.6	-1.3	0.7	0.5	-0.2	1.1	0.5	0.7
MT1-MMP act inh	5	-4	0	0	3	1	-1	2
SKN-1 block	-3	-13	-8	12	14	-5	-14	-7
NRP1-CendR mod	-3	3	0	-3	13	0	-3	9
Rin1 Abl inh	5	0	2	0	-1	3	0	6
Neddylation inh	i	i	i	i	i	i	i	i
FAS-TE inh	-12	1	-6	-6	2	-3	-2	2
eLon inh	-8	-9	-8	7	-4	-9	-6	4

#17 O=C(O)c1ccc(-c2nnn(Cc3cccc(C(F)(F)F)c3)n2)cc1
#18 O=C(Nc1ccc2c(c1)CN(C(=O)Nc1ccc(F)cc1)CC2)c1ccccn1
#19 CCOC(=O)C1CCN(C(=O)c2ccc3c(c2)OCO3)CC1
#20 CC1CC(C)CN(C(=O)c2ccc3nc[nH]c3c2)C1 (configuration not stated)
#21 COc1cccc(NC(=O)CN2CCN(S(=O)(=O)c3ccc(C(C)C)cc3)CC2)c1
#22 CCOC(=O)C1CCN(C(=O)c2ccccc2)C(CC)C1=O (configuration not stated)
#23 Cc1ccc(S(=O)(=O)NC(=O)C2(C)CCN2C(=O)c2ccccc2CCc2ccccc2)cc1 (configuration not stated)
#24 CCN(CC)CCNc1ncnc2c1sc1nc(N3CCCC3)c3c(c12)CC(C)(C)OC3

Screen / compound no.	17	18	19	20	21	22	23	24
bovine MsrA act	-3	-2	-3	-7	-2	3	-2	-4
MsrA inh	-0.9	-0.2	1.3	-0.8	0.9	-0.6	0.2	3.5
MT1-MMP act inh	5	-3	-2	-2	-2	4	-2	-3
SKN-1 block	-11	38*	-31	4	3	10	1	17
NRP1-CendR mod	-8	13	-3	-9	8	13	2	-17
Rin1 Abl inh	0	0	-2	2	0	-2	-6	10*
Neddylation inh	i	i	i	i	i	i	i	i
FAS-TE inh	-4	4	-11	-7	15	-2	-7	2
eLon inh	-4	-2	-3	-3	-15	10	1	9

13 of the compounds above, with values under each structure.
Each structure is followed by: bovine MsrA act	MsrA inh	MT1-MMP act inh	SKN-1 block	NRP1-CendR mod	Rin1 Abl inh	Neddylation inh	FAS-TE inh	eLon inh
12	CC(=O)c1ccc(OCC(=O)NC2CCS(=O)(=O)C2)cc1 (configuration not stated)
→ -3	0.5	0	12	-3	0	i	-6	7
13	O=C(c1ccc(Br)c(S(=O)(=O)N2CCCCC2)c1)N1CCCCC1
→ -4	-0.2	3	14	13	-1	i	2	-4
14	Cc1nn(CC(=O)NCCc2ccco2)c(=O)c2nn(-c3ccccc3)c(C)c12
→ -4	1.1	1	-5	0	3	i	-3	-9
15	O=C(NC(=S)Nc1ccc2oc(=O)ccc2c1)c1cccc(Cl)c1
→ -5	0.5	-1	-14	-3	0	i	-2	-6
16	CC(=O)C1CCC2C3CC(C)C4=CC(=O)CCC4(C)C3C(=O)CC12C (configuration not stated)
→ -2	0.7	2	-7	9	6	i	2	4
17	O=C(O)c1ccc(-c2nnn(Cc3cccc(C(F)(F)F)c3)n2)cc1
→ -3	-0.9	5	-11	-8	0	i	-4	-4
18	O=C(Nc1ccc2c(c1)CN(C(=O)Nc1ccc(F)cc1)CC2)c1ccccn1
→ -2	-0.2	-3	38*	13	0	i	4	-2
19	CCOC(=O)C1CCN(C(=O)c2ccc3c(c2)OCO3)CC1
→ -3	1.3	-2	-31	-3	-2	i	-11	-3
20	CC1CC(C)CN(C(=O)c2ccc3nc[nH]c3c2)C1 (configuration not stated)
→ -7	-0.8	-2	4	-9	2	i	-7	-3
21	COc1cccc(NC(=O)CN2CCN(S(=O)(=O)c3ccc(C(C)C)cc3)CC2)c1
→ -2	0.9	-2	3	8	0	i	15	-15
22	CCOC(=O)C1CCN(C(=O)c2ccccc2)C(CC)C1=O (configuration not stated)
→ 3	-0.6	4	10	13	-2	i	-2	10
23	Cc1ccc(S(=O)(=O)NC(=O)C2(C)CCN2C(=O)c2ccccc2CCc2ccccc2)cc1 (configuration not stated)
→ -2	0.2	-2	1	2	-6	i	-7	1
24	CCN(CC)CCNc1ncnc2c1sc1nc(N3CCCC3)c3c(c12)CC(C)(C)OC3
→ -4	3.5	-3	17	-17	10*	i	2	9

(further entries)
#25 Cc1ccc(C(=O)NNC(=O)c2ccc(S(=O)(=O)N3CCCCC3)cc2)cc1
#26 COc1ccc(NC(=O)C2CC(=O)N(CCc3ccc(Cl)cc3)C2)cc1 (configuration not stated)
#27 Fc1ccccc1Nc1nc(N2CCOCC2)nc(N2CCOCC2)n1
#28 Cc1ccc(C)c(N(C)C(=O)c2coc(=O)c3ccccc23)c1
#29 CC(=O)Nc1ccc(S(=O)(=O)Nc2nnc(C(C)C)s2)cc1
#30 CN(Cc1ccc(Cl)cc1)C(C(=O)NC1CCCCC1)c1ccnc2ccccc12 (configuration not stated)
#31 COc1ccccc1NS(=O)(=O)c1cccc(NC(=O)C2CC2)c1
#32 CC(NC(=O)Cn1cc(C(=O)C2CC2)c2ccccc21)c1ccccc1 (configuration not stated)

Screen / compound no.	25	26	27	28	29	30	31	32
bovine MsrA act	-8	-1	4	-1	-10	-6	-6	-2
MsrA inh	0.2	0.4	-0.8	-1.3	-0.3	2.8	-0.2	0.2
MT1-MMP act inh	-1	0	-5	0	3	-11	0	3
SKN-1 block	17	5	11	-1	-4	4	4	22
NRP1-CendR mod	14	12	4	9	-4	10	-10	9
Rin1 Abl inh	3	2	-3	-1	0	4	0	2
Neddylation inh	i	i	i	i	i	i	i	i
FAS-TE inh	-1	1	1	-2	-6	20	-3	37
eLon inh	-8	1	-7	-2	8	-1	-6	0

#33 COc1ccccc1NC(=O)CCSCCC(=O)Nc1ccccc1OC
#34 O=C(CN1CCCCC1)N1CCCc2ccccc21
#35 CC1=C(C(=O)OC(C)C)C(c2ccc(C)o2)NC(=O)N1 (configuration not stated)
#36 CCOC(=O)C1(CC2CC2)CCN(C(=O)c2cc(C)nc3ccc(CC)cc23)CC1
#37 Cc1cc(Cn2nc(C(=O)NCc3cccs3)cc2-c2ccccc2)on1
#38 CC(=O)Nc1ccc(N=Nc2ccc(O)cc2)cc1
#39 COc1ccc(CC(=O)Nc2ccc(OC)c(NC(=O)c3ccco3)c2)cc1
#40 O=C(Nc1ncccc1Cl)C1COc2ccccc2O1 (configuration not stated)

Screen / compound no.	33	34	35	36	37	38	39	40
bovine MsrA act	-6	-3	-5	-7	-7	-1	-2	-2
MsrA inh	0.3	0.7	-0.8	0.1	0.0	1.4	0.3	-0.3
MT1-MMP act inh	-4	3	2	1	-3	3	3	5
SKN-1 block	9	15	17	-9	10	3	16	7
NRP1-CendR mod	-16	-3	16	23	7	-6	4	9
Rin1 Abl inh	0	1	-2	1	2	-2	-5	3
Neddylation inh	i	i	i	i	i	i	i	i
FAS-TE inh	-9	-8	-3	5	-2	-4	-2	-4
eLon inh	-12	-5	-6	0	-4	-11	4	8

#41 COc1cccc(OC)c1C(=O)OCCCOC(=O)c1c(OC)cccc1OC
#42 Clc1ccc(C[n+]2csc3ccccc32)cc1
#43 CCOC(=O)CC1CCCCN1C(=O)c1cc(COc2cccc3cnccc23)on1 (configuration not stated)
#44 Nc1nonc1-c1nc2ccccc2[nH]1
#45 O=C(N/N=C/c1ccccn1)NC12CC3CC(CC(C3)C1)C2
#46 CSc1nc(Cl)c(C#N)c(-c2ccc(C)cc2)n1
#47 CCOC(=O)C1CCCN(S(=O)(=O)c2ccc(S(N)(=O)=O)cc2)C1 (configuration not stated)
#48 CCCn1cc(CN2CCC(Cc3cccc(F)c3)(C(=O)OCC)CC2)c(C)n1

Screen / compound no.	41	42	43	44	45	46	47	48
bovine MsrA act	-5	1	-2	-13	-4	-3	-3	-3
MsrA inh	-0.7	0.8	-0.2	-0.7	0.0	0.3	0.2	0.3
MT1-MMP act inh	-2	-10	-5	3	5	5	6	0
SKN-1 block	7	5	-17	-39	5	17	5	-3
NRP1-CendR mod	10	13	5	-12	-1	-14	-4	-14
Rin1 Abl inh	-2	1	-1	2	-3	-2	7	0
Neddylation inh	i	i	+	i	i	i	i	i
FAS-TE inh	5	-12	3	-11	6	-4	-3	-8
eLon inh	4	-9	-9	-2	4	-3	3	4

#49 Cc1ccc(C(=O)O/N=C/c2ccc(N(C)C)cc2)cc1
#50 OC(c1ccc(Cl)c(Cl)c1)c1ncc(-c2ccccc2Cl)[nH]1 (configuration not stated)
#51 O=C(c1cnn2c1NC(c1ccc(Br)cc1)CC2C(F)(F)F)N1CCN(C23CC4CC(CC(C4)C2)C3)CC1 (configuration not stated)
#52 c1cc2c(cc1-c1cnc3n1CCC3)OCCO2
#53 CCc1ccc(-c2csc3[n+]2CCN3C(C)=O)cc1
#54 COc1cccc(CNC(=O)CN2C(=O)COc3ccc(S(=O)(=O)N4CCOCC4)cc32)c1
#55 Cc1nnc(NC(=O)C2CCN(S(=O)(=O)c3cc([N+](=O)[O-])ccc3Cl)CC2)o1
#56 O=C(c1ccccc1)c1ccc(OCCOCCN2CCN(Cc3ccccc3)CC2)cc1

Screen / compound no.	49	50	51	52	53	54	55	56
bovine MsrA act	-3	-6	-1	-6	1	0	-4	1
MsrA inh	-0.1	-0.5	0.5	-0.8	0.2	1.1	0.2	-2.0
MT1-MMP act inh	4	-4	-5	6	-2	0	2	-3
SKN-1 block	12	23	-3	-1	-4	2	-7	3
NRP1-CendR mod	8	-2	-6	-9	3	6	5	6
Rin1 Abl inh	-2	3	7	-2	3	-6	-2	-2
Neddylation inh	nt	i	i	i	i	i	i	i
FAS-TE inh	-8	24	20	-8	-152	-1	-6	6
eLon inh	-1	25	-13	-6	2	-1	3	-3
